DENV2 CPE = inhibitors of DENV2 cytopathic effect, primary screen, cell-based, plate reader, single concentration. DENV2-infected cells, cytopathic effect rescue. CPE inhibition, % at 9.99 µM. 1.7% of 350,000 active. AID 651640, 2012; in the data active = CPE inhibition above about 20%, passing the limit was not always enough; inconclusive = no clear call, values can overlap the other calls; tested in BHK-21 cells;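 note: 0% = median of neutral control wells and 100% = median of positive control wells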
EWS-Fli block = EWS/Fli-driven NR0B1 reporter inhibitors, primary screen, A673 cells, NR0B1 luciferase, luminescence, MLPCN library; viability-normalised; inhibition, % at 12.6 µM; 0.67% of 350,000 active;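 active = mean inhibition of at least 50% after viability correction, with every replicate also passing that limit; inconclusive = mean reaches 50% but only one of two replicates passes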;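 note: firefly luciferase signal divided by Alamar Blue viability fluorescence both relative to DMSO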
PAX8 reporter = inhibitors of PAX8-driven TPO luciferase reporter, primary screen, RMG-I cells, single concentration; SteadyGlo, 24 h; 1.2% of 360,000 active; inhibition, % at 12.6 µM;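 active = mean replicate inhibition at least 60% with every replicate also reaching 60%; inconclusive = only one of the two criteria is met; inactive = mean below 60% and not all replicates reaching 60%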;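 note: luciferase light reporting Pax8 driven TPO promoter activity; plate controls were median of neutral control wells for no effect and mitoxantrone controls for full effect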
F508del corr = F508del CFTR correction, initial screen, CFBE line, single point | CFBE cells, YFP halide quenching; stimulated with forskolin plus potentiator P3; % fluorescence drop versus neutral controls | activity (quench increase), % at 7.58 µM | 0.36% of 350,000 active | AID 720511, 2013;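 active = mean added fluorescence quench of at least 8% versus neutral control, with both replicates also reaching 8%; inconclusive = only one of the mean or replicate conditions met; inactive = mean below 8% and not both replicates reaching 8%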;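 note: cells transiently co-express mutant CFTR-F508del with the halide-sensitive YFP; corrector assay measuring rescue of mutant channel to the surface after 24 h compound exposure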
FN deposit inh = inhibitors of fibronectin matrix deposition, primary screen, AH1F cells, Alexa488-fibronectin fluorescence, plate reader; AH1F fibroblasts, overnight; inhibition, % at 12.6 µM; 0.086% of 350,000 active; AID 743247, 2014;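 active = mean inhibition across replicates of 30% or more, regardless of how many single replicates reach that level; inconclusive = mean under 30% yet at least half of replicates reach 30%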;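 note: positive control wells lacked labelled fibronectin entirely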
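Material: AH1F fibroblasts assembling fluorescent fibronectin matrix; amount: 10000 AH1F cells/well; medium: DMEM, 2% serum; reagent: Alexa488-fibronectin, 24 nM final in well; dosing: single compound dose, delivered by pin transfer; incubation: 1 h adhesion, overnight exposure; detection: fluorescence after three HBSS washes, excitation 485 nm, emission 525 nm; measure: fibronectin deposition inhibition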
miR122 inh = miR-122 Renilla sensor signal increase in Huh7, primary screen, miR-122 inhibitor project, cell-based, single point, plate reader | Huh7 miR-122 Renilla luciferase sensor, 48 h; neutral wells = 0, positive control = 100 | activation (reporter increase), % at 12.5 µM | 0.3% of 340,000 active | AID 602342, 2012;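 active = mean replicate activation score at least 90 and every replicate individually at or above 90; inconclusive = only one of the two criteria met; inactive = neither criterion met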;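 note: higher luciferase means less miR-122 activity so hits act as miR-122 inhibitors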
GSIS activator = GLuc luminescence reporter in INS-1E cells, primary screen for activators of glucose-dependent secretion of insulin; INS-1E GLuc reporter insulin secretion, 2-3 h; activation, % at 16.6 µM; 0.61% of 370,000 active;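 active = lowest replicate activation of at least 40%, so every replicate reaches that level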;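 note: 0% = median of neutral control wells and 100% = median of IBMX positive control wells; some compounds called inactive have numbers as strong as hits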
The depositor's hits bear a star; ? = inconclusive; nt = no result given; [ ] = remark or other dose.

SMILES,DENV2 CPE,EWS-Fli block,PAX8 reporter,F508del corr,FN deposit inh,miR122 inh,GSIS activator
COc1ccc(/C=N/OCC(=O)NC(c2ccccc2)c2ccccc2)c(OC)c1,nt,nt,1,nt,-4,6,-20
O=C(NCC(c1cccnc1)N1CCOCC1)c1cccc(Cl)c1 (stereo not given),nt,nt,1,nt,-2,-2,nt
c1ccc2c(CCNc3ncnc4nc[nH]c34)c[nH]c2c1,-4,26,-18,-3.8,16,3,-6
CCNC(=O)[C@@H]1[C@@H](CO)[C@@H]2Cn3c(ccc(-c4ccc(F)cc4)c3=O)[C@H]1N2C(C)=O,17,-2,-10,-2.4,nt,-4[16.7 µM],8
Cc1ccc(-c2nnc(-c3cccs3)o2)cc1,nt,-7,-93,-1.2,-3,nt,18
NNC(=O)CNC(=O)Nc1n[nH]c(=S)s1,-2,-1,-9,-1.4,-12,nt,-3
O=C(COc1ccc(S(=O)(=O)N2CCCC2)cc1[N+](=O)[O-])N1CCCC1,2,8,-22,1.3,-11,-5,16
Cc1ccc2cc(C)c(Sc3nnnn3-c3ccccc3)nc2c1,nt,-3,37,-1.3,4,-3,14
CO[C@@H]1CN(C)C(=O)c2cc(NS(=O)(=O)c3cn(C)cn3)ccc2OC[C@H](C)N(C)C[C@H]1C,nt,-3,9,4.3,6,-5[16.7 µM],8
Cc1cccnc1C(NC(=O)C1CCN(Cc2ccc(Cl)cc2)CC1)c1ccccc1 (stereo not given),6,4,11,2.5,-3,-8,nt
CC(=O)N1CCN=C1SCc1cccc(F)c1,1,-5,-8,-1.6,-3,-6,nt
O=C(N/N=C/c1cccc(O)c1)c1ccc2c(c1)OCCO2,11,2,7,-0.7,18,-1,-4
C[C@@H]1CN([C@@H](C)CO)S(=O)(=O)c2ccc(C#Cc3ccccc3F)cc2O[C@H]1CN(C)C(=O)Cc1cccnc1,-2,17,nt,5.4,16,20[16.7 µM],0
CN1C(=O)c2cc(NS(C)(=O)=O)ccc2OC[C@@H]2O[C@H](CC(=O)O)CC[C@H]21,-7,-6,1,1.3,6,-35[16.7 µM],4
O=C1OCC2=C1C(c1ccc(F)cc1)c1cc3c(cc1N2)OCO3 (stereo not given),-13,67*,72*,-2.0,-23,nt,nt
COc1ccc(N2CC(C(=O)N[C@@H](C)C(=O)NCc3ccccc3OC)CC2=O)cc1 (stereo not given in full),2,nt,-4,-0.1,-43,-7,-2
CO[C@@H]1CN(C)C(=O)c2cc(NC(=O)Nc3c(C)noc3C)ccc2OC[C@@H](C)N(C(=O)Nc2cccc(Cl)c2)C[C@H]1C,-1,-9,9,1.0,8,-3[16.7 µM],12
CC(=O)Nc1ccc(S(=O)(=O)NCCSCc2cccc(Cl)c2)cc1,5,0,6,nt,-9,2,nt
Cc1[nH]n(-c2ccccc2)c(=O)c1C=Nc1ccc(S(=O)(=O)Nc2nccs2)cc1,13,-2,-22,nt,2,nt,-4
COCC(=O)NC1CCN(S(=O)(=O)c2cccc(C(C)=O)c2)CC1,-9,-3,16,1.1,-1,nt,-2
O=C(CNCc1ccccc1)NC1C2CC3CC(C2)CC1C3 (stereo not given),-3,-26,-18,3.0,-10,2,9
Cc1noc(C)c1NC(=O)Nc1ccc2c(c1)C(=O)N([C@H](C)CO)C[C@@H](C)[C@H](CN(C)S(=O)(=O)c1cn(C)cn1)OCCCC[C@@H](C)O2,nt,-6,5,1.0,nt,0[16.7 µM],3
CCOC(=O)N1CCN(C(=O)C(CC)c2ccccc2)CC1 (stereo not given),nt,nt,-8,nt,2,-7,5
CCN(CC)CCNc1nc(C(F)(F)F)nc2c1nnn2Cc1ccccc1,11,11,2,0.1,-7,-6,-7
CSC1=NCCN1C(=O)C12CC3CC(CC(C3)C1)C2,5,-4,16,-0.7,1,nt,33
O=C1[C@H](O)[C@@H](O)C(=O)N1Cc1ccccc1,-1,11,-7,4.0,2,nt,-3
COc1ccc(-c2coc3c(C(=O)NCc4cccc(Cl)c4)cccc23)c(C)c1,7,15,39,-1.9,-8,nt,nt
Cn1c(CSc2nc3ccccc3n2C)nc2ccccc21,nt,nt,-12,nt,-6,1,nt
c1ccc2c(CCN3CCNC[C@H]3Cc3cccc4ccccc34)cccc2c1,-2,3,13,-5.3,-1,nt,-12
C[C@H]1CN([C@@H](C)CO)C(=O)c2cccc(NS(=O)(=O)c3ccc(F)cc3)c2O[C@@H]1CN(C)Cc1ccc(C(=O)Nc2ccccc2N)cc1,5,-1,17,1.1,nt,nt,46
CO[C@@H]1CN(C)C(=O)c2ccc(NC(=O)Nc3ccccc3)cc2OC[C@@H](C)N(C(C)=O)C[C@@H]1C,51*,-1,-3,nt,-5,1[16.7 µM],-6
CS(=O)(=O)c1ccc(C(=O)NC(Cc2ccccc2)c2ccccc2)cc1 (stereo not given),2,-10,-1,-0.6,12,-1,-11
O=C(NCc1cccc(C(F)(F)F)c1)c1c[nH]c(=O)s1,-2,-2,-10,-3.0,3,nt,3
COCC(=O)Nc1ccc2c(c1)C(=O)N(C)C[C@H](OC)[C@H](C)CN(Cc1ccccc1)[C@H](C)CO2,-7,-5,nt,-1.8,7,6[16.7 µM],-15
C[C@@H]1CN([C@@H](C)CO)C(=O)c2cc(N(C)C)ccc2O[C@@H]1CN(C)Cc1ccc(C(=O)O)cc1,-9,6,0,-3.5,nt,-2[16.7 µM],24
C/C=C/c1ccc2c(c1)O[C@@H](CN(C)S(C)(=O)=O)[C@H](C)CN([C@H](C)CO)S2(=O)=O,1,7,nt,-1.3,-17,21[16.7 µM],32
Cc1cccc(N2CCN(C(=O)c3cccc(N4C(=O)C5C6C=CC(C6)C5C4=O)c3)CC2)c1C (stereo not given),0,8,16,-2.9,-10,-7,4
COc1cccc(NC2c3ccccc3C(=O)N2Cc2ccco2)c1 (stereo not given),1,-3,-1,-4.4,2,-15,nt
Cc1ccc(CNC(=O)C2CCCN2S(=O)(=O)c2ccc(Cl)cc2)cc1 (stereo not given),-1,-5,10,-1.0,4,4,-5
Nc1nc(N)c2ncn(C3C=CC(CO)C3)c2n1 (stereo not given),-16,5,-1,-2.1,0,nt,17
CC1COC(=O)C(NNc2ccc(Cl)c(Cl)c2)=N1 (stereo not given),3,10,0,4.0,0,nt,9
CC(=O)C(C)n1cnc2scc(-c3ccc(C)cc3)c2c1=O (stereo not given),?,9,16,3.8,-10,-6,22
CN1CCCCN2[C@H](CO)[C@@H](c3ccc(-c4ccccc4)cc3)[C@H]2C1,15,-7,-12,-4.8,nt,16[16.7 µM],1
C[C@H]1CN([C@@H](C)CO)C(=O)c2cc(-c3cccc(C#N)c3)cnc2O[C@H]1CN(C)Cc1ccncc1,5,-14,nt,-1.0,1,-4[16.7 µM],9
COc1ccc(S(=O)(=O)NC[C@@H]2CC[C@H]3[C@H](CN3Cc3cc(F)ccc3F)O2)cc1,-11,29,-9,2.0,nt,nt,nt

Full records as entered above. Order of values: DENV2 CPE, EWS-Fli block, PAX8 reporter, F508del corr, FN deposit inh, miR122 inh, GSIS activator
`CCOC(=O)N1CCN(C(=O)C(CC)c2ccccc2)CC1` (stereo not given) in the list: nt, nt, -8, nt, 2, -7, 5
`Cc1cccc(N2CCN(C(=O)c3cccc(N4C(=O)C5C6C=CC(C6)C5C4=O)c3)CC2)c1C` (stereo not given) in the list: 0, 8, 16, -2.9, -10, -7, 4

The listing continues:
SMILES,DENV2 CPE,EWS-Fli block,PAX8 reporter,F508del corr,FN deposit inh,miR122 inh,GSIS activator
CNC[C@H]1OCCCC[C@H](C)Oc2ccc(NC(=O)c3ccccc3)cc2C(=O)N([C@H](C)CO)C[C@@H]1C,-9,-2,3,0.7,nt,-2[16.7 µM],32
CCC(=O)N1[C@H](CO)[C@@H](c2ccccc2)[C@@H]1CN(CC)C(=O)c1ccc(F)cc1,7,-3,-4,-1.7,-9,-14[16.7 µM],0
COc1cccc(-c2cc(C(=O)NCC3CCCO3)c3cc(Br)cc(C)c3n2)c1 (stereo not given),3,-11,nt,-0.6,10,1,14
C[C@H](CO)N1C[C@H](C)[C@H](CN(C)Cc2ccccc2)OCc2cnnn2CCCC1=O,-5,-3,nt,1.5,-6,2[16.7 µM],18
O=C(Nc1cccc(Cl)c1)N[C@@H]1CC[C@@H](CCn2cc(Cc3ccccc3)nn2)O[C@H]1CO,-4,-20,-9,1.3,11,4[16.7 µM],-10
O=C(c1ccc(N2CCCC2=O)cc1)N1CCN(c2cccc(C(F)(F)F)c2)CC1,-3,-2,6,-4.8,-8,-4,-32
C[C@H](CO)N1C[C@H](C)[C@@H](CN(C)C(=O)Nc2ccccc2)Oc2ccc(NS(=O)(=O)c3ccc(F)cc3)cc2CC1=O,nt,0,nt,0.3,nt,4[16.7 µM],-12
C[C@H]1CCCCO[C@H](CN(C)Cc2ccncc2)[C@@H](C)CN([C@@H](C)CO)C(=O)c2cc(NC(=O)CCC(F)(F)F)ccc2O1,nt,-5,-7,1.7,nt,3[16.7 µM],3
Cc1c(NC(=O)C2CCCO2)cccc1[N+](=O)[O-] (stereo not given),nt,nt,-22,nt,nt,-3,10
CN1CCN(C(=O)C[C@@H]2CC[C@H]3[C@@H](COC[C@H](O)CN3CC3CCCC3)O2)CC1,-11,nt,5,3.2,-6,nt,13
C[C@@H]1CN([C@H](C)CO)C(=O)c2cc(N(C)C)ccc2O[C@H]1CN(C)S(=O)(=O)c1cccs1,-9,-7,5,2.3,-2,-3[16.7 µM],-11
COc1cc2c(cc1OC)CN1CCc3cc(OC)c(OC)cc3C1C2 (stereo not given),-10,2,nt,-1.6,nt,0,8
CCc1nc(SCC(=O)c2ccc(C)c(C)c2)n[nH]1,nt,nt,17,nt,-1,-11,nt
C[C@H](CO)N1C[C@H](C)[C@H](CN(C)C(=O)c2ccncc2)OCCCC[C@H](C)Oc2ccc(NS(=O)(=O)c3ccccc3)cc2C1=O,6,-8,-5,-0.6,nt,-3[16.7 µM],14
C[C@H]1CN([C@@H](C)CO)C(=O)c2cccc(NS(=O)(=O)c3cn(C)cn3)c2O[C@@H]1CN(C)C(=O)Nc1ccc(C(F)(F)F)cc1,-2,-19,nt,0.0,-3,14[16.7 µM],-13
COc1cccc(S(=O)(=O)N2C[C@H](O)COC[C@@H]3O[C@@H](CC(=O)N4CCOCC4)CC[C@H]32)c1,7,-12,-2,-0.6,-5,1[16.7 µM],7

Screening data deposited in PubChem by Broad Institute.
